DAX1 inh-1: blocks DAX1 repression of SF-1 activated StAR promoter; 370,000 compounds, 1.1% hits; HEK293T StAR-luciferase reporter, SF-1/DAX-1 repression relief; AID 652010; inhibition, % at 6.8 µM;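 active = inhibition above the mean over all tested compounds plus 3 SD, cut at about 3.6% in these data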;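 also: 0% = DAX-1 cells with DMSO and 100% = cells lacking DAX-1 with DMSO; higher inhibition means more luminescence from relief of DAX-1 repression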
sPLA2-III inh: Blocks human group III sPLA2 activity; QFRET BODIPY PC-A2 liposome hydrolysis, fluorescence; Q9NZ20; 370,000 compounds, 0.56% hits; inhibition, % at 12.2 µM; AID 743126;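 active = inhibition above mean plus 3 SD of compounds lying within the high and low control bounds, cut at about 19% in these data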;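 also: 0% = median of test compound wells and 100% = no enzyme DMSO wells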
SMARCA2 act: activators of SMARCA2 function. activation, % at 9.1 µM. MG213 cells, MMTV-luciferase reporter, dexamethasone, overnight. 370,000 compounds, 1% hits; in the data active = activation above about 7.8%;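 also: 0% = vehicle wells and 100% = reference activator wells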
DAX1 inh-2: inhibitors of human orphan nuclear receptor DAX1 (NR0B1); HEK293 Gal4-DAX1 luciferase reporter, luminescence; inhibition, % at 6.75 µM; 340,000 compounds, 0.99% hits; AID 504766;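 active = inhibition above the mean over all tested compounds plus 3 SD, cut at about 4.2% in these data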;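 also: 0% = DAX1-transfected cells with DMSO and 100% = empty-vector control cells with DMSO; inhibition shows as a rise in luminescence from relieved DAX1 repression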
ssDAF-12 act: S. stercoralis DAF-12 activation, primary screen | HEK293 ssDAF-12/GRIP1 lit1-tk-luc reporter, luminescence; % of 3 µM dafachronic acid response | activation, % at 6.8 µM | 370,000 compounds, 1% hits | AID 652126;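 active = activation above the mean over all tested compounds plus 3 SD, cut at about 0.9% in these data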;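 also: 0% = DMSO-only wells and 100% = 3 µM delta7-dafachronic acid wells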
NPR1 activator: GC-A (human) enzyme activation. P16066. 370,000 compounds, 0.14% hits. HEK293 GC-A cells, cGMP TR-FRET, EC30 ANP; 0% at EC30 ANP, 100% saturating ANP. activation, % at 10 µM; in the data active = activation above about 40%
Target sequence (P16066 whole entry, looked up): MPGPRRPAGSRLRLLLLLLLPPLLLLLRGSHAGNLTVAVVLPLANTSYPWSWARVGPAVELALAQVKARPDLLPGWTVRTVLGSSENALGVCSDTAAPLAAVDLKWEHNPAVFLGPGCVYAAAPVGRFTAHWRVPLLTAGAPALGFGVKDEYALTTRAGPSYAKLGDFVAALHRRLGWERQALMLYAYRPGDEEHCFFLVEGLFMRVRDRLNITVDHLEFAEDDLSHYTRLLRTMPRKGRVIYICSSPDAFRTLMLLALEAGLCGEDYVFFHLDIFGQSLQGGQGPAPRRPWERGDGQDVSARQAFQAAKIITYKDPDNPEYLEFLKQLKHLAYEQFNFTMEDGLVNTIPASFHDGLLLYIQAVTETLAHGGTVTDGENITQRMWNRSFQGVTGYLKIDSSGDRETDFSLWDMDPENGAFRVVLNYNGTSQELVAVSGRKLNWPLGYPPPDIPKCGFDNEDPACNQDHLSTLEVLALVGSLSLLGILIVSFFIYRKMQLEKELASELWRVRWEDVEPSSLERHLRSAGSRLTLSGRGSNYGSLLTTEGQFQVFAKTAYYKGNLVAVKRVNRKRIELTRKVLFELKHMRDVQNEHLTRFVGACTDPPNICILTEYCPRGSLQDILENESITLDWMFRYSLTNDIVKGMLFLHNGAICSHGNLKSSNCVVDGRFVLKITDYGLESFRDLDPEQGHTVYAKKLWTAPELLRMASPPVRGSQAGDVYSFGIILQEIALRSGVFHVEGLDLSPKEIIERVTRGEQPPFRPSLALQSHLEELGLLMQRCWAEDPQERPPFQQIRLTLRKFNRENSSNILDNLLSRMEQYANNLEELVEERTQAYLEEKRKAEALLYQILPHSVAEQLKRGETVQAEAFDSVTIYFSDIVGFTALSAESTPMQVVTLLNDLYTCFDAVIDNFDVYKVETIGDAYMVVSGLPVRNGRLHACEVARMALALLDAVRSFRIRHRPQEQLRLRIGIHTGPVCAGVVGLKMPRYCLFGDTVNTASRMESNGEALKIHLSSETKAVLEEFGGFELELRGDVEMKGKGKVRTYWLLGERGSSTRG
GAA850 FXN act: frataxin GAA850 promoter activation. HEK293 lucGAA850 FXN promoter luciferase reporter, 24 h; percent of 10 µM SAHA response. activation, % at 6 µM. 360,000 compounds, 0.56% hits. AID 540364;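 active = activation above the average of all compounds screened plus 3 SD, cutoff fixed separately per campaign, cut at about 7.5% in these data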;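 also: 0% = DMSO wells and 100% = 10 µM SAHA wells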
KLK7 zymogen act: proKLK7 (human) activation, primary screen; 370,000 compounds, 0.9% hits; purified proKLK7, EDANS-DABCYL substrate fluorescence; 100% is mature enzyme control, 0% vehicle; activation, % at 7 µM;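 active = activation above the mean of all tested compounds plus 3 SD, computed per campaign excluding outliers beyond control limits, cut at about 13% in these data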
NPR2 activator: GC-B (human) receptor activation | P20594 | HEK293-GC-B cells, CNP EC30, cGMP TR-FRET; 0% at EC30 CNP, 100% saturating CNP | activation, % at 10 µM | 370,000 compounds, 0.11% hits;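 active = activation at 10 µM reaching about 35% in either raw or pattern-adjusted values, limit read from the data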
hgDAF12 agonist: activates the H. glycines DAF-12 receptor ligand-binding domain; HEK293 GAL4-hgDAF12 UAS-luciferase reporter, agonist luminescence; normalized to butyrate control; activation, % at 6.8 µM; 370,000 compounds, 1.8% hits; AID 687014;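 active = activation above a cutoff set at the mean of all screened compounds plus 3 SD, cut at about 10% in these data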;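 also: 0% = DMSO wells and 100% = sodium butyrate wells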
hcDAF-12 act: H. contortus DAF-12 activation, primary screen; HEK293 hcDAF-12 lit1-tk-luc reporter, luminescence; 0% DMSO, 100% Δ7-dafachronic acid; activation, % at 6.8 µM; 370,000 compounds, 1.4% hits; AID 652067;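 active = activation above the mean of all tested compounds plus 3 SD, cut at about 5.5% in these data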;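 also: 100% = response to 3 µM Δ7-dafachronic acid high control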
* marks the source's active call; other numbers are inactive results.

`CO[C@H]([C@H](C)/C=C/N(C)C=O)[C@@H](C)C(O)CC[C@H](C)[C@H](O)[C@H](C)[C@H]1OC(=O)/C=C/C(C)=C/C[C@H](O)C[C@@H]2C=CC[C@@H](C[C@H](OC)[C@@]3(CO3)[C@@H](OC)C[C@@H](OC)[C@@H]1C)O2` (stereo not given in full) gave sPLA2-III inh -16, ssDAF-12 act -1.7, NPR1 activator -31, NPR2 activator -25, hgDAF12 agonist -8.2 and hcDAF-12 act -3.7.
CCOc1ccccc1C(=O)NC(C(=O)N(C)c1c(N)n(Cc2ccccc2)c(=O)[nH]c1=O)C(C)C (stereo not given) was read as DAX1 inh-1 -0.8, sPLA2-III inh 4, SMARCA2 act -2, DAX1 inh-2 0.1, ssDAF-12 act -1.6, NPR1 activator 2, GAA850 FXN act -1.4, KLK7 zymogen act 0.4, NPR2 activator 7, hgDAF12 agonist -2.1 and hcDAF-12 act -2.2.
Screening COc1ccc(Cl)cc1N1C(=O)C2CCCN2C1c1ccccc1F (stereo not given) returned DAX1 inh-1 -0.6, sPLA2-III inh 7, SMARCA2 act 7, DAX1 inh-2 4.0, ssDAF-12 act 0.1, NPR1 activator -13, GAA850 FXN act 0.4, KLK7 zymogen act 0.1, NPR2 activator -9, hgDAF12 agonist 0.3 and hcDAF-12 act 0.6.
Screening O=C(Nc1nnc(SCc2ccc(F)cc2)s1)C1CC(=O)N(Cc2ccccc2)C1 (stereo not given) returned DAX1 inh-1 -0.5, sPLA2-III inh -16, SMARCA2 act -1, DAX1 inh-2 -0.8, ssDAF-12 act -1.2, NPR1 activator -1, GAA850 FXN act 11*, KLK7 zymogen act 0.7, NPR2 activator -1, hgDAF12 agonist 0.2 and hcDAF-12 act 0.6.
`C/C(=C\c1ccco1)C1C(C#N)=C(N)Oc2n[nH]c(-c3ccc(C)cc3)c21` (stereo not given) gave DAX1 inh-1 -0.1, sPLA2-III inh -51, SMARCA2 act -2, DAX1 inh-2 1.2, ssDAF-12 act -1.0, NPR1 activator -18, GAA850 FXN act -2.4, KLK7 zymogen act -0.1, NPR2 activator -7, hgDAF12 agonist 1.8 and hcDAF-12 act 2.1.
For CCN(CC)CCOC(=O)c1ccc(N=CC2=C(O)CC(C)(C)CC2=O)cc1 the results were DAX1 inh-1 0.7, sPLA2-III inh 6, SMARCA2 act -6, DAX1 inh-2 -1.8, ssDAF-12 act -1.3, NPR1 activator -1, GAA850 FXN act 1.9, KLK7 zymogen act -0.8, NPR2 activator 2, hgDAF12 agonist -2.2 and hcDAF-12 act 0.2.
Cc1cc(N2CCCN(C)CC2)n2nc(C)nc2n1 was read as DAX1 inh-1 0.2, sPLA2-III inh 13, SMARCA2 act -6, ssDAF-12 act -1.1, NPR1 activator 1, KLK7 zymogen act -0.3, NPR2 activator -2, hgDAF12 agonist 3.2 and hcDAF-12 act -1.0.
Screening COc1cc(C(=O)N2CCCN(C)CC2)cc(OC)c1C returned DAX1 inh-1 0.0, sPLA2-III inh -3, SMARCA2 act -1, DAX1 inh-2 -0.1, ssDAF-12 act -0.8, NPR1 activator 6, GAA850 FXN act 1.6, KLK7 zymogen act 0.0, NPR2 activator 1, hgDAF12 agonist 3.8 and hcDAF-12 act 0.3.
Screening O=C1NC(c2ccncc2)C(C(=O)c2cccs2)C(O)(C(F)(F)F)N1 (stereo not given) returned DAX1 inh-1 0.2, sPLA2-III inh 7, SMARCA2 act -2, DAX1 inh-2 -0.6, ssDAF-12 act -1.6, NPR1 activator -5, GAA850 FXN act 0.3, KLK7 zymogen act 0.6, NPR2 activator 7, hgDAF12 agonist 0.9 and hcDAF-12 act -1.2.
Screening CC1(c2nnc(-c3ccncc3)o2)CC(c2c(Cl)cccc2Cl)=NO1 (stereo not given) returned DAX1 inh-1 -0.2, sPLA2-III inh 9, SMARCA2 act 0, DAX1 inh-2 0.0, ssDAF-12 act -1.5, NPR1 activator 2, GAA850 FXN act -0.9, KLK7 zymogen act 0.2, NPR2 activator 5, hgDAF12 agonist -0.6 and hcDAF-12 act -0.1.
Screening CCCC(=O)Nc1ccc2c(c1)C(=O)N(C)[C@H]1CC[C@@H](CC(=O)OC)O[C@@H]1CO2 returned DAX1 inh-1 0.9, sPLA2-III inh 2, SMARCA2 act -2, ssDAF-12 act -1.3, NPR1 activator 1, KLK7 zymogen act 0.7, NPR2 activator -4, hgDAF12 agonist 5.3 and hcDAF-12 act -2.6.
`COc1cccc(-c2cnc(C(O)c3c(C)cccc3C)[nH]2)c1` (stereo not given) gave DAX1 inh-1 0.9, sPLA2-III inh -3, SMARCA2 act 0, ssDAF-12 act -1.3, NPR1 activator -2, GAA850 FXN act 0.0, KLK7 zymogen act -0.2, NPR2 activator -6, hgDAF12 agonist 0.2 and hcDAF-12 act -2.1.
Screening COc1ccc(N(CC(=O)N/N=C/c2cccs2)S(=O)(=O)c2ccccc2)cc1 returned DAX1 inh-1 0.2, sPLA2-III inh 12, SMARCA2 act -4, DAX1 inh-2 4.2, ssDAF-12 act -1.9, NPR1 activator -5, GAA850 FXN act 1.2, KLK7 zymogen act -0.1, NPR2 activator -3, hgDAF12 agonist 1.9 and hcDAF-12 act -0.5.
For COC(=O)c1cccc(NC(=O)c2cccnc2)c1 the results were DAX1 inh-1 0.9, sPLA2-III inh 1, SMARCA2 act 0, DAX1 inh-2 0.9, ssDAF-12 act -0.8, NPR1 activator -3, GAA850 FXN act 1.8, KLK7 zymogen act 0.0, NPR2 activator 1, hgDAF12 agonist 0.7 and hcDAF-12 act -2.1.
`CCCN(CC(=O)Nc1ccccc1OC)C(=O)Cn1[nH]c(=O)c2ccccc2c1=O` gave DAX1 inh-1 0.6, sPLA2-III inh 7, SMARCA2 act -4, DAX1 inh-2 0.3, ssDAF-12 act -1.6, NPR1 activator -5, GAA850 FXN act -1.8, KLK7 zymogen act 0.0, NPR2 activator -6, hgDAF12 agonist -2.4 and hcDAF-12 act 0.7.
Screening COc1ccc(NC2=C3CC(C)CC=C3N(c3ccc(OC)cc3)C2=O)cc1 (stereo not given) returned DAX1 inh-1 0.4, sPLA2-III inh 0, SMARCA2 act 3, DAX1 inh-2 -0.6, ssDAF-12 act -1.5, NPR1 activator 0, GAA850 FXN act 2.2, KLK7 zymogen act 0.7, NPR2 activator 6, hgDAF12 agonist 0.4 and hcDAF-12 act 0.5.
`CC(=O)Nc1nc(-c2ccc3c(c2)CCN3C(=O)C2CC2)c(C)s1` gave DAX1 inh-1 -1.1, sPLA2-III inh -3, SMARCA2 act -5, DAX1 inh-2 -1.3, ssDAF-12 act -1.2, NPR1 activator -1, GAA850 FXN act -0.2, KLK7 zymogen act 0.4, NPR2 activator -1, hgDAF12 agonist 1.8 and hcDAF-12 act 1.7.
CCc1ccc(C(=O)NNC(=O)CN2C(=O)NC3(CCCC3)C2=O)cc1 was read as DAX1 inh-1 0.3, sPLA2-III inh -7, SMARCA2 act 3, DAX1 inh-2 -0.4, ssDAF-12 act -1.2, NPR1 activator 0, GAA850 FXN act 0.9, KLK7 zymogen act 0.1, NPR2 activator -2, hgDAF12 agonist 2.0 and hcDAF-12 act 1.3.
For O=C1[C@@H]2CSCCS(=O)(=O)N2C(=O)N1C1CCCCC1 the results were DAX1 inh-1 -0.8, sPLA2-III inh 8, SMARCA2 act -1, ssDAF-12 act -0.3, NPR1 activator 5, KLK7 zymogen act 0.2, NPR2 activator -1, hgDAF12 agonist -3.9 and hcDAF-12 act -0.7.
`Cc1ccc(S(=O)(=O)N(C)c2c(C)ccc(S(N)(=O)=O)c2C)cc1` gave DAX1 inh-1 -0.6, sPLA2-III inh -6, SMARCA2 act -4, DAX1 inh-2 3.2, ssDAF-12 act -0.4, NPR1 activator -1, GAA850 FXN act 1.5, KLK7 zymogen act -0.1, NPR2 activator -1, hgDAF12 agonist 1.4 and hcDAF-12 act -0.3.
Screening Cc1ccc(S(=O)(=O)N2CCC3(CC2)OCCN3S(=O)(=O)c2cccs2)cc1 returned DAX1 inh-1 -1.1, sPLA2-III inh -15, SMARCA2 act -2, DAX1 inh-2 -0.8, ssDAF-12 act -1.1, NPR1 activator 4, GAA850 FXN act -1.3, KLK7 zymogen act -0.1, NPR2 activator 5, hgDAF12 agonist 0.6 and hcDAF-12 act -1.1.
`O=C(COC(=O)c1ccccn1)Nc1ccc2c(c1)OCCO2` gave DAX1 inh-1 -0.8, sPLA2-III inh 5, SMARCA2 act 3, DAX1 inh-2 0.6, ssDAF-12 act -0.2, NPR1 activator 1, GAA850 FXN act 0.1, KLK7 zymogen act -0.8, NPR2 activator -1, hgDAF12 agonist 4.0 and hcDAF-12 act 0.5.
Screening Cc1noc(C)c1C(=O)NC(C)C12CC3CC(CC(C3)C1)C2 (stereo not given) returned DAX1 inh-1 -0.4, sPLA2-III inh 0, SMARCA2 act -1, DAX1 inh-2 0.1, ssDAF-12 act -1.3, NPR1 activator 0, GAA850 FXN act 1.4, KLK7 zymogen act 0.0, NPR2 activator 3, hgDAF12 agonist -1.3 and hcDAF-12 act 0.8.
For O=C(CNC(=O)C1COc2ccccc2O1)N/N=C\c1ccc(Br)cc1 (stereo not given) the results were DAX1 inh-1 0.2, sPLA2-III inh -5, SMARCA2 act -3, DAX1 inh-2 0.6, ssDAF-12 act -0.6, NPR1 activator -3, GAA850 FXN act 1.7, KLK7 zymogen act 0.1, NPR2 activator -4, hgDAF12 agonist 2.5 and hcDAF-12 act -0.8.
Screening COc1cc2c(c(OC)c1OC)C1(CCCCC1)CC2NC(=O)c1ccncc1 (stereo not given) returned DAX1 inh-1 -0.1, sPLA2-III inh 4, SMARCA2 act -1, ssDAF-12 act -1.6, NPR1 activator -2, KLK7 zymogen act 1.4, NPR2 activator -6, hgDAF12 agonist 1.5 and hcDAF-12 act -1.7.
Screening CCOc1ccccc1-n1c(C)cc(C=O)c1C returned DAX1 inh-1 -0.2, sPLA2-III inh -2, SMARCA2 act -1, DAX1 inh-2 -1.0, ssDAF-12 act -1.7, NPR1 activator -7, GAA850 FXN act 1.9, KLK7 zymogen act 0.2, NPR2 activator -2, hgDAF12 agonist 2.4 and hcDAF-12 act -0.4.
Screening COC(=O)c1ccc(NC(=O)CN2C(=O)c3ccccc3S2(=O)=O)cc1 returned DAX1 inh-1 -0.4, sPLA2-III inh -1, SMARCA2 act -2, DAX1 inh-2 -1.1, ssDAF-12 act -1.0, NPR1 activator 3, GAA850 FXN act 1.2, KLK7 zymogen act -0.1, NPR2 activator -1, hgDAF12 agonist 1.7 and hcDAF-12 act 0.5.
`O=C(CNC(=O)c1ccc2ccccc2c1)NCc1ccc(F)cc1` gave DAX1 inh-1 -0.1, sPLA2-III inh 5, SMARCA2 act 4, DAX1 inh-2 1.6, ssDAF-12 act -1.1, NPR1 activator -5, GAA850 FXN act 0.6, KLK7 zymogen act -0.8, NPR2 activator -2, hgDAF12 agonist -1.4 and hcDAF-12 act -2.0.
